Screening data as filed in PubChem BioAssay.
TWEAK Fn14 block: TWEAK-Fn14 signaling inhibition; inhibition, % at 10 µM; AID 1159606; actives 2% (n = 360,000); TWEAK-stimulated Fn14 reporter cells, luciferase luminescence, 8 h; in the data active = inhibition above about 50%
NCOA3 inh: human NCOA3 inhibition. HEK293 GAL4-SRC3 luciferase reporter, luminescence. inhibition, % at 3.6 µM. actives 0.17% (n = 360,000). AID 588352;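 active = inhibition above a per-campaign cutoff, the mean of all compounds plus 3 SD, cut at about 60% in these data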;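 note: 0% = DMSO-treated cells and 100% = gossypol-treated cells at 36 µM; higher means less SRC3-driven luciferase light from the GAL4 reporter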
TLR9-MyD88 block: inhibitors of human TLR9-MyD88 binding. Q9NR96+Q99836. CHO BLA complementation TLR9-MyD88, CCF4 FRET ratio. inhibition, % at 4.98 µM. actives 0.21% (n = 340,000). AID 504734;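 active = inhibition above the mean over all tested compounds plus 3 SD, cut at about 21% in these data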;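 note: 0% = DMSO only wells and 100% = clavulanate BLA inhibitor control wells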
NR2F2 inh: inhibitors of human COUP-TFII (NR2F2). actives 0.7% (n = 370,000). inhibition, % at 8.6 µM. HEK293T NGFI-A luciferase reporter, luminescence. AID 686940. P24468;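 active = inhibition above a per-plate cutoff, mean inhibition of test wells between control levels plus 3 SD, cut at about 38% in these data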;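 note: cells cotransfected with COUP-TFII expression vector driving the NGFI-A reporter; 0% = median of COUP-TF2 test wells and 100% = reporter-only cells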
NCOA1 inh: inhibitors of human steroid receptor coactivator 1 (SRC1); AID 588354; inhibition, % at 3.6 µM; HEK293 GAL4-SRC1 luciferase reporter, luminescence; Q15788; actives 0.12% (n = 360,000);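 active = inhibition above the campaign mean plus 3 SD, with each screening campaign given its own cutoff, cut at about 60% in these data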;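 note: 0% = DMSO treated cells and 100% = gossypol at 36 µM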
NR5A2 inv ag: inverse agonists of human LRH-1 (NR5A2) | O00482 | actives 0.13% (n = 360,000) | inhibition, % at 3.6 µM | HEK293T StAR-luciferase reporter, LRH-1 transfected, 24 h;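 active = inhibition above the mean inhibition of all tested compounds plus 3 SD, cut at about 73% in these data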;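 note: 0% = DMSO wells and 100% = reporter-only cells lacking LRH-1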
EBV LMP1 NFkB: reduces LMP1-driven NF-kappaB luciferase signal; AID 504558; LMP1-induced NF-kappaB luciferase reporter cells, luminescence; inhibition, % at 12.5 µM; actives 0.69% (n = 350,000); in the data active = inhibition above about 41%;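 note: 0% = neutral control wells and 100% = reference inhibitor control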
NOD2 RIPK2 PPI: NOD2-RIPK2 protein interaction inhibition | CHO BLA complementation NOD2-RIPK2, CCF4 ratio | inhibition, % at 4.98 µM | actives 0.38% (n = 360,000); in the data active = inhibition above about 21%;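 note: 0% = vehicle only and 100% = reference blocker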
TROY signal inh: inhibitors of TROY-dependent NF-kB signaling; Q293 LMP1-TROYcd NF-kB luciferase reporter, 4 h; inhibition, % at 10 µM; actives 0.98% (n = 360,000); AID 1347056;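 active = compounds whose plate-normalised and pattern-corrected inhibition of the luciferase reporter signal at the single screening dose is 50% or more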
NCOA2 inhibitor: human SRC2 (NCOA2) inhibition. HEK293 GAL4-SRC2 luciferase reporter, luminescence. Q15596. actives 0.17% (n = 370,000). inhibition, % at 9 µM. AID 651957;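 active = inhibition above the mean inhibition of all tested compounds plus 3 SD, set per campaign, cut at about 52% in these data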;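 note: 0% = DMSO treated cells and 100% = cells given Gossypol at 36 µM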
Target sequence (Q15596 whole entry, looked up, the tested form may be a part): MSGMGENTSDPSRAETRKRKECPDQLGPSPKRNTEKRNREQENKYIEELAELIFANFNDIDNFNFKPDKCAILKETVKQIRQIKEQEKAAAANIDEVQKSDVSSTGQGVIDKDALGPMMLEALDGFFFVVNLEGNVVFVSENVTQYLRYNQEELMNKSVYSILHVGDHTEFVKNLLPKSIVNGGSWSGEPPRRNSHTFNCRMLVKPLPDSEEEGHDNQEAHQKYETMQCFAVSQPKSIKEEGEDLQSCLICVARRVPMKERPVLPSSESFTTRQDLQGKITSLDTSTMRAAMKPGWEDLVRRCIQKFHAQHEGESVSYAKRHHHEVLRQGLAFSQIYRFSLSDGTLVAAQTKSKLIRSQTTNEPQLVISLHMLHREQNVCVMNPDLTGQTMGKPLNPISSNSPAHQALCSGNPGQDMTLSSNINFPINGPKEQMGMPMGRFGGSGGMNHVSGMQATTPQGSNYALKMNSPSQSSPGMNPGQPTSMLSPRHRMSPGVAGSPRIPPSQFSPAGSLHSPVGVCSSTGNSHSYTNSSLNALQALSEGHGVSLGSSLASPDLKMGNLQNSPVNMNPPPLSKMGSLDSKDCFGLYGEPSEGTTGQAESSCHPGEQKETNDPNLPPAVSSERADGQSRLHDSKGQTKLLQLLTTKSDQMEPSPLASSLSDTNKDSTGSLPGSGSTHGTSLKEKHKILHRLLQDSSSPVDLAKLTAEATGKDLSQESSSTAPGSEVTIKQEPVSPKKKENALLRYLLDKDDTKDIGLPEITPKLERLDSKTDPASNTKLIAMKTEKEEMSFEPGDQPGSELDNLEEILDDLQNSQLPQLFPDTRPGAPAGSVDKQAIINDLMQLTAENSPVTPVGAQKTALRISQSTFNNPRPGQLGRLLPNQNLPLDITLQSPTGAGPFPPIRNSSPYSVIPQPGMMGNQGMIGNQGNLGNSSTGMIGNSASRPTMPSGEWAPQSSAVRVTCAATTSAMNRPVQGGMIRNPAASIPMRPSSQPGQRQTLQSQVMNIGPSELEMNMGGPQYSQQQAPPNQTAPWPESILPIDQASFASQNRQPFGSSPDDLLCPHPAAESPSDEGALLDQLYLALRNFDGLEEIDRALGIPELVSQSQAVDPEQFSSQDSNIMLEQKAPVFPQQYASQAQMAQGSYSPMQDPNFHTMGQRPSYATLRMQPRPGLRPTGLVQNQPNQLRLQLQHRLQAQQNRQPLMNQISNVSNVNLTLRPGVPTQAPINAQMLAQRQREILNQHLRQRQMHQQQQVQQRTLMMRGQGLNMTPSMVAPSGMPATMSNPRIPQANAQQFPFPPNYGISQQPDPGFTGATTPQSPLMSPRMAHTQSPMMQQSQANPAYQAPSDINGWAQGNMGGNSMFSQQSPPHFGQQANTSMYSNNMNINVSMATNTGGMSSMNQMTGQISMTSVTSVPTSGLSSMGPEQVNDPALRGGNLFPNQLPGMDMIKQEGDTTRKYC
TRAIL sens C8: sensitizes caspase-8 expressing cells to TRAIL; NB7+C8 cells + TRAIL, ATPlite viability luminescence; inhibition (viability loss, TRAIL sensitization), % at 10 µM; actives 1% (n = 360,000);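 active = compounds causing at least 50% loss of cell viability in the single-dose screen, relative to plate controls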
* = called active by the depositor; / = not tested or not shown. An excerpt; the hit share may differ from the screen's.

SMILES | EBV LMP1 NFkB | TRAIL sens C8 | NOD2 RIPK2 PPI | TLR9-MyD88 block | NCOA3 inh | NR5A2 inv ag | NR2F2 inh | TWEAK Fn14 block | NCOA2 inhibitor | TROY signal inh | NCOA1 inh
CN(C)S(=O)(=O)N1CCC(Cc2ccccc2)CC1 | -5.5 | 2.9 | -2.8 | 3.3 | 10.0 | 0.1 | 10.9 | -3.9 | 14.6 | -12.8 | -4.6
Cc1ccccc1C(=O)NCCNC(=O)c1cnccn1 | -6.4 | 2.0 | -2.2 | -6.5 | -27.4 | 11.9 | -6.5 | 9.8 | 1.5 | -1.3 | 1.4
COCc1cc(=O)[nH]c(SCCS(=O)(=O)c2ccc(C)cc2)n1 | 2.0 | -2.5 | -6.3 | 1.9 | 0.8 | 19.6 | -4.8 | 3.2 | -1.2 | 6.8 | 8.1
O=C(CN1C(=O)NC2(CCCCCC2)C1=O)c1ccccc1 | -1.6 | 7.9 | -2.2 | -4.2 | -13.2 | -16.3 | -16.4 | -7.5 | -1.5 | -29.5 | -8.5
Cc1ccc2c(c1)N(CC(=O)N1CCCC(C)C1)C(=O)CO2 (centres undefined) | 1.5 | -6.3 | -16.7 | -3.8 | -1.7 | 3.7 | 19.5 | 10.4 | 8.5 | -0.1 | 0.8
Nc1cccc2c(=O)c3ccccc3[nH]c12 | -0.5 | 1.3 | 0.0 | 0.2 | 0.5 | -15.7 | -4.1 | 18.0 | 22.8 | -0.6 | 4.7
CCCc1cc(=O)oc2cc(O[C@@H]3O[C@H](CO)[C@@H](O)[C@H](O)[C@H]3O)ccc12 | 7.2 | 19.1 | 12.6 | -8.6 | 2.9 | 8.8 | 5.5 | -14.5 | 25.6 | 16.3 | 31.5
COc1cc(C(=O)N2CCN(c3ccccc3)CC2)c([N+](=O)[O-])cc1OC | 1.5 | -4.3 | 6.3 | 9.1 | 11.9 | -29.8 | -23.7 | 1.9 | -13.0 | -5.7 | 10.8
CCC(Sc1nc2ccccc2c(=O)n1CCN1CCOCC1)C(=O)NCc1cccnc1 (centres undefined) | -9.7 | -19.5 | 0.7 | -6.0 | 9.8 | -13.5 | 7.4 | -5.1 | 15.9 | 1.7 | -20.9
COc1ccc(/C=N/N2CCN(c3ccncc3S(=O)(=O)N3CCCCC3)CC2)cc1 | -1.4 | -13.9 | 4.0 | -5.8 | -29.1 | -3.7 | 13.6 | -1.0 | -3.8 | -9.6 | -2.7
C(=N\NC1=Nc2cccc3cccc1c23)/c1ccccn1 | -15.5 | 70.7* | 2.7 | -1.0 | -1.8 | -72.1 | -21.9 | 62.8* | 5.8 | 18.9 | -89.8
O=C(NC1CCCC1)C(c1ccccc1)N(C(=O)c1ccco1)C1CCCC1 (centres undefined) | 4.3 | -10.1 | -0.2 | 4.5 | 4.7 | 2.2 | 18.4 | 9.5 | 12.6 | 2.3 | 0.6
Nc1nc(SCc2nc(-c3ccccc3)no2)[nH]c(=O)c1-c1ccccc1 | -6.1 | 5.6 | -34.6 | -1.2 | -13.2 | 4.8 | 2.6 | -45.0 | 3.7 | -25.0 | 16.0
CC(=O)OC(C)(C)C1Cc2cc3ccc(=O)oc3cc2O1 (centres undefined) | -9.3 | 14.7 | -2.7 | 10.8 | 3.4 | -12.9 | -10.7 | 13.6 | -25.4 | -9.7 | -12.7
CN(C)c1ccc(CN2CCCC(O)C2)cc1 (centres undefined) | 11.0 | 10.3 | -9.0 | -9.8 | 0.6 | -2.2 | -1.4 | 0.3 | -11.2 | -1.4 | -7.4
CCCCCCc1ccc(N2C[C@H](CCCCC)[C@@H](CC(=O)NCc3ccccc3)C2=O)cc1 | 0.5 | 1.4 | 0.1 | 0.3 | 7.1 | 12.9 | 0.2 | 3.8 | 12.0 | 1.0 | -3.1
Cn1c(N)c(C(=O)c2cc(-c3ccccc3)nc3ccccc23)c(=O)n(C)c1=O | -10.5 | 20.0 | -8.7 | -18.0 | -47.5 | -8.6 | -1.6 | -0.8 | -15.2 | -10.9 | -1.3
Cc1cc(C)cc(NC(=O)C(c2ccccc2)N2CCCC2)c1 (centres undefined) | 8.6 | 5.7 | -11.1 | 1.2 | 3.5 | 15.6 | -21.1 | -23.7 | -3.9 | -27.1 | -1.9
CC1(C(=O)N2CCC(CC3CC(c4cccc(Br)c4)=NO3)(C(=O)NCC3CCCCC3)CC2)CC1 (centres undefined) | 16.8 | 17.2 | 3.8 | -4.8 | 14.8 | 0.7 | 0.2 | -7.1 | 11.0 | 1.3 | 7.5
C[C@@H]1COC(=O)[C@@H](Cc2ccc(F)cc2)C/C=C\C[C@H](CC(=O)N(CCO)Cc2ccccc2)C(=O)N1 | -0.7 | -2.8 | 10.7 | 2.0 | -0.1 | -3.1 | 15.4 | 19.7 | -0.5 | 22.4 | -24.8
COc1ccc(Br)cc1/C=N/n1c(-c2ccccc2)n[nH]c1=S | -13.4 | -5.6 | -5.9 | -0.2 | -6.0 | -1.2 | 13.4 | -10.6 | 7.6 | 14.1 | -6.4
N#Cc1c(F)cccc1NCc1cccnc1 | -17.4 | -14.1 | 7.1 | -6.9 | -9.9 | -0.1 | -10.6 | -18.6 | -12.5 | 8.4 | -24.3
C/C(N)=C(/C#N)C(=O)COC(=O)Cc1coc2ccc3ccccc3c12 | 7.3 | 5.7 | -4.8 | -0.6 | 14.8 | -11.3 | 5.2 | -8.2 | -6.7 | -10.5 | -86.6
CC(C)CNS(=O)(=O)c1ccc(CCC(=O)Nc2ccc3c(c2)OCO3)cc1 | 4.4 | 14.8 | -5.0 | 0.2 | 1.3 | 4.6 | 10.5 | 3.5 | -14.4 | -20.6 | -7.2
COc1ccccc1CNC(=O)CCCN1C(=O)COc2ccc(C)cc21 | -3.0 | 5.6 | -10.3 | 3.0 | 3.1 | -7.0 | -2.0 | 2.8 | 3.8 | -6.9 | 3.2
Cc1ccc(S(=O)(=O)/C(C#N)=C/c2c(N3CCCCC3)nc3ccccn3c2=O)cc1 | / | -5.2 | -1.1 | / | 7.1 | 2.8 | 18.0 | 12.2 | 8.5 | 13.8 | -11.1
CCOC(=O)CC(=O)CSc1nc2c(cc1C#N)CCCCC2 | -37.9 | 38.0 | -0.9 | 0.9 | -81.4 | -105.5 | -22.9 | 25.6 | -32.0 | -28.2 | -273.4
Cc1ccc([N+](=O)[O-])c(OCCN2CCC(Cc3ccccc3)CC2)c1 | 4.4 | 1.7 | 5.2 | 6.9 | 18.9 | 11.6 | -2.4 | -1.1 | -72.5 | -18.1 | 4.6
COC(=O)c1sccc1NC(=O)C12CC3CC(CC(C3)C1)C2 | 16.8 | -9.7 | 1.4 | -4.2 | -7.6 | -7.2 | -12.4 | 6.0 | -0.4 | -4.5 | 10.4
CCOC(=O)Cc1csc(NC(=O)CC)n1 | 6.4 | -32.4 | -12.2 | 9.1 | 8.1 | -8.3 | 6.3 | -11.2 | -10.8 | -9.5 | 1.8
Cn1c(=O)cc(OCC(=O)NCCCN2CCN(c3cccc(Cl)c3)CC2)c2ccccc21 | -2.1 | 8.6 | -4.1 | -5.2 | -53.0 | 16.0 | 5.2 | -19.8 | -29.9 | -2.2 | -14.9
Cc1ccccc1-n1nnnc1SCCCC(=O)c1ccc(F)cc1 | 10.7 | -4.0 | -9.5 | -4.9 | 18.6 | -2.3 | 10.4 | -9.1 | -8.7 | 13.7 | 15.8
Cc1csc(NC(=O)c2cccnc2)n1 | -5.6 | 3.5 | -6.3 | 3.3 | -26.8 | -32.9 | -17.7 | 82.6* | -24.4 | -18.5 | -63.0
CCCCN1CC(O)=C(c2nc3ccccc3s2)C1=N | -23.9 | 3.2 | -2.3 | -1.3 | -41.4 | -50.7 | -35.8 | -31.9 | -39.6 | -68.4 | -27.0
COc1ccc(NC(=O)c2oc3ccccc3c2NC(=O)COc2ccccc2OC)c(OC)c1 | -0.6 | 42.7 | 6.3 | -0.1 | 6.5 | 12.9 | -11.0 | -48.4 | 0.3 | 0.4 | 2.1
CC(C)NC(=O)C1(C)CSCC(=O)N1Cc1cccs1 (centres undefined) | / | 2.2 | -8.8 | / | / | 10.4 | -8.2 | / | -15.0 | / | /
Cc1ccc(NC(=O)COC(=O)C2CCC2)cc1S(=O)(=O)N1CCOCC1 | -23.6 | -3.2 | 1.0 | -2.1 | 9.7 | -12.3 | 9.8 | 3.0 | -3.2 | -3.3 | 3.0
COC(=O)c1ccc(CNC(=O)Cn2cnc3c(OCc4ccccc4)ncnc32)cc1 | -0.3 | -6.0 | -4.1 | -4.8 | 5.1 | 4.4 | 0.0 | -26.6 | 0.3 | -9.2 | -9.3
CCOC(=O)CN(C(=O)COc1ccc2c(C)cc(=O)oc2c1)c1ccc(OCC)cc1 | -7.9 | -8.1 | 7.6 | 9.4 | 18.9 | 18.1 | 4.2 | -5.0 | 6.4 | 8.4 | -7.0
CCOc1ccc(NC(=O)CN(C)C(=O)COc2cccc3c2OC(C)(C)C3)cc1OCC | 1.5 | 13.9 | -5.9 | -8.3 | 3.4 | 24.3 | -27.0 | 4.2 | -26.1 | 0.4 | 8.7
Cc1cccc(C)c1NC(=O)C1c2ccccc2OCC(=O)N1Cc1cccnc1 (centres undefined) | / | 10.1 | -11.9 | / | / | -20.2 | -3.1 | 6.7 | 5.4 | -9.3 | /
CCOC(=O)c1[nH]c(Cc2[nH]c(C(=O)OCC)c(C)c2CCC(=O)OC)c(CCC(=O)OC)c1C | -2.4 | 13.4 | -0.3 | -1.2 | -0.4 | 12.8 | -4.9 | 6.5 | -11.4 | -6.4 | -6.7
Cc1cc(S(=O)(=O)Nc2nc(CN3CCOCC3)nc3sc4c(c23)CCC4)cc(C)c1C | -4.9 | 15.5 | -6.8 | 6.3 | -8.0 | -7.9 | -1.8 | 2.9 | -5.0 | -11.5 | -39.4
O=C(CSc1nnc(Cc2ccccc2)o1)NCCc1ccccc1 | 3.2 | 6.1 | -10.4 | -72.5 | 5.6 | -0.9 | 11.8 | -7.4 | 2.0 | 9.3 | -12.1
NC(=O)NN=C1CCC(OCc2ccccc2)CC1CC(=O)O (centres undefined) | / | -2.5 | -9.9 | / | 12.7 | -2.4 | -5.5 | -5.7 | 19.0 | -1.8 | 4.2
CCN1CCN(Cc2ccc(NC(=O)c3ccc(C)c(NC(=O)c4ccnnc4)c3)cc2C(F)(F)F)CC1 | 25.4 | -5.7 | 4.5 | -6.5 | 15.1 | -15.2 | -5.1 | -21.3 | 7.9 | -5.0 | 2.2
COc1ccc(S(=O)(=O)N2CCN(CCOc3ccc(Br)cc3)CC2)cc1OC | 13.8 | 9.3 | -2.1 | 10.7 | 6.8 | 6.9 | 60.4* | 24.7 | 31.1 | 35.4 | 15.9
